# Integrin act MD = qHTS for Activators of Integrin-Mediated Alleviation for Muscular Dystrophy; alpha7betagal myoblasts, beta-gal FDG fluorescence, 48 h; Potency, µM (doses to about 38.3 µM), without a hit: top-dose activation, usual class: activators; 0.064% of 350,000 active; AID 624291, 2012;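 also: potency is read from the fitted curve at half-maximal effect; 100% = response of the positive control SU9516; nearly all actives have a fitted effect of over 60% in size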
#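 Alpha7betagal+/- myoblasts (passage 13) were plated 16-24 hr, then exposed to compounds (1:260 dilution of DMSO stock) for 48 hours at 37C. After MPER lysis, β-galactosidase reporter activity was read as FDG fluorescence (ex 480/em 540) after 30 minutes.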
# MBNL1-CUG inh = qHTS Assay for Inhibitors of MBNL1-poly(CUG) RNA binding. AID 2675, 2010. Muscleblind-like protein 1 (Homo sapiens), Q9NR56. 0.036% of 280,000 active. Potency, µM (doses to about 57.5 µM), for the others: top-dose activity change, negative = inhibition, usual class: inhibitors. TR-FRET MBNL1-His/biotin-(CUG)12 binding, 665/545 ratio; active = well fitted inhibition curve with a large enough effect in the signal ratio, with a control signal flat, not every such curve was filed as active; inconclusive = small, poorly fitted or top-dose-only effect, or effect the other way, or a change in a side signal; inactive = no such curve, though single readings can be large or run the other way; the % refers to the signal ratio; also: potency is read from the fitted curve at half-maximal effect; % is scaled to controls: 0 for no effect and ±100 for the full control effect
# Target sequence (Q9NR56 whole entry, looked up): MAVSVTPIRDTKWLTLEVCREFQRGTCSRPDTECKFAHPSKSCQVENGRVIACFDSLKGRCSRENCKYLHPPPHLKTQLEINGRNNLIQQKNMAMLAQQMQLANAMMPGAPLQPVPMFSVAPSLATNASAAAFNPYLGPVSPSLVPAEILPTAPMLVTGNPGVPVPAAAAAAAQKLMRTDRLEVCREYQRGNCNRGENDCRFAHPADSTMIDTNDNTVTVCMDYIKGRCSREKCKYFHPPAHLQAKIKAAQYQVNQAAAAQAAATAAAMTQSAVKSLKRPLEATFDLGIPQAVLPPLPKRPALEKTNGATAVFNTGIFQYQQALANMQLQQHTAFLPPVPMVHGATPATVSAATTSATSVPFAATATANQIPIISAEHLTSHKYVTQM
#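 His-tagged MBNL1 binding to biotinylated (CUG)12 RNA was measured by TR-FRET using terbium anti-His antibody (0.055 ng/ul final) and streptavidin-XL665 (5 nM final). Compounds were titrated 92 nM to 58 uM; 60 min at room temperature.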
# GALK inhibitor = qHTS Assay for Inhibitors of Human Galactokinase (GALK); P51570; Purified GALK, Kinase-Glo residual ATP luminescence; Potency, µM (top dose mostly 57.5 µM), for the others: at the top dose activity change, negative = inhibition, hits mostly inhibitors; 0.007% of 270,000 active; AID 1868, 2009; also: potency is read from the fitted curve at half-maximal effect; % is scaled to controls: 0 for no effect and ±100 for the full control effect
#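 Quantitative HTS: GALK 5 nM, ATP 35 uM, galactose 100 uM, 1 h room temperature, then luciferase-based ATP detection.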
# Coupling enz = qHTS Assay for Inhibitors of Fructose-1,6-bisphosphate Aldolase from Giardia Lamblia: Coupling assay counterscreen; activity change, negative = inhibition, % at 58.2 µM, hits read low; coupling enzyme system counterscreen, AmpLite Red fluorescence; 0.67% of 290,000 active; in the data active = activity change below about -30%; also: % is scaled to controls: 0 for no effect and ±100 for the full control effect
#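 First, compound is pin-transferred into glyceraldehyde-3-phosphate coupling-enzyme reagent at 57.5 uM final and held 10 min at RT. Next, substrate, coupling system and AmpLite Red are added. After 20 min RT, fluorescence (525/598 nm) is read.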
# hERG WT inh = qHTS for Inhibitors of KCHN2 3.1: Wildtype qHTS; U2OS, BacMam KCNH2, thallium flux FluxOr; hits give low values; activity change, % at 1.84 µM; Voltage-gated inwardly rectifying potassium channel KCNH2 (Homo sapiens), Q12809; 0.37% of 340,000 active;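 active = maximum activity change below -70%; inconclusive = maximum activity change between -70% and -50%; inactive = maximum activity change above -50%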; also: % is scaled to controls: 0 for no effect and ±100 for the full control effect
#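 U2OS cells transduced with wild-type KCNH2 virus are loaded with FluxOr dye for 45 min, and thallium flux is measured in kinetic reads before and after stimulation buffer. Rate constants are normalized to DMSO controls.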
# KCNH2 3.1 block = qHTS for Inhibitors of KCHN2 3.1: Mutant qHTS; 0.95% of 340,000 active; activity change, % (tested at about 1.8 µM); U2OS KCNH2 3.1, thallium flux FluxOr; hits give low values; AID 720553, 2013; Potassium voltage-gated channel subfamily H member 2, brain isoform KCNH2 3.1 (human);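 active = maximum activity change below -70%; inconclusive = maximum activity change from -70% to -50%; inactive = maximum activity change above -50%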;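 also: thallium influx rate constant from kinetic fluorescence after stimulation buffer; % is scaled to controls: 0 for no effect and ±100 for the full control effect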
#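 Measured as rate of thallium-driven FluxOr signal in transduced U2OS cells carrying the 3.1 channel, read kinetically for 2 min upon stimulation; values are rate constants scaled to DMSO control wells.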
# CXXC DNA block = qHTS Fluorescence Polarization Assay for Inhibitors of MLL CXXC domain - DNA interaction; AID 2662, 2010; Potency, µM (series often up to 115 µM), for the others: at the top dose activity change, negative = inhibition, actives largely listed as inhibitors; 0.037% of 290,000 active; MLL-CXXC / FITC-HOXA9 DNA fluorescence polarization; Histone-lysine N-methyltransferase 2A (Homo sapiens), Q03164; active = well fitted inhibition curve with a large enough effect in the polarisation, with a control signal flat, not every such curve was filed as active; inconclusive = small, poorly fitted or top-dose-only effect, or effect the other way, or a change in a side signal; inactive = no such curve, though single readings can be large or run the other way; the % refers to the polarisation; also: potency is read from the fitted curve at half-maximal effect
#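 Purified MLL-CXXC (added from a 7 uM solution) was preincubated 5 min at ambient with pinned compounds in 50 mM Tris-HCl pH 7.5, 50 mM NaCl, 1 mM DTT, 0.05% BSA. Fluorescein-labeled HOX-A9 DNA (50 nM solution) followed, 30 min, then polarization read.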
# TRPV1 agonist = HTS Assay for Compounds that Act as Agonists of the Vanilloid Receptor 1. 0.19% of 320,000 active. AID 540275, 2011. activation, % at 8.33 µM. TRPV1-expressing cells, Fluo-8 calcium influx, agonist mode; in the data active = activation above about 80%; inconclusive = between about 30% and that limit; also: 0% is about no effect
#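 Fluo-8 calcium influx in TRPV1-expressing cells, kinetic read (ex 480/em 520 nm). Compound added and read 3 min for agonist activity, followed by capsaicin at EC20 final and 2 min further read for enhancement.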
# A-T KAP1 phos = qHTS Assay for Identifying a Potential Treatment of Ataxia-Telangiectasia; […] A-T fibroblasts, KAP-1 phosphorylation AlphaLISA; neocarzinostatin DNA damage 30 min before lysis; Potency, µM (series often up to 57.5 µM), for the others: at the top dose activation, actives largely listed as activators; 0.19% of 320,000 active; AID 485349, 2010; also: potency is read from the fitted curve at half-maximal effect; % of control where 0% means no effect; nearly all actives have a fitted effect of over 45% in size
#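 ATM-like activity read as KAP-1 phosphorylation via AlphaLISA donor/acceptor antibody pairs after lysis and 6 hr at 25C. Cells were ATM-null patient fibroblasts ([…], hTERT), dosed 60 min, then exposed to the DSB inducer NCS for 30 min.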
# ASM inhibitor = Inhibitors of Secretory Acid Sphingomyelinase (S-ASM): qHTS. placental ASM, HMU-PC fluorogenic substrate, 60 min. Potency, µM (highest dose often 57.5 µM), for the others: top-dose activity change, negative = inhibition, actives largely listed as inhibitors. 0.006% of 340,000 active. Sphingomyelin phosphodiesterase (Homo sapiens), P17405. AID 504937, 2011; also: potency is read from the fitted curve at half-maximal effect
# Target sequence (P17405 47-631 limits assumed): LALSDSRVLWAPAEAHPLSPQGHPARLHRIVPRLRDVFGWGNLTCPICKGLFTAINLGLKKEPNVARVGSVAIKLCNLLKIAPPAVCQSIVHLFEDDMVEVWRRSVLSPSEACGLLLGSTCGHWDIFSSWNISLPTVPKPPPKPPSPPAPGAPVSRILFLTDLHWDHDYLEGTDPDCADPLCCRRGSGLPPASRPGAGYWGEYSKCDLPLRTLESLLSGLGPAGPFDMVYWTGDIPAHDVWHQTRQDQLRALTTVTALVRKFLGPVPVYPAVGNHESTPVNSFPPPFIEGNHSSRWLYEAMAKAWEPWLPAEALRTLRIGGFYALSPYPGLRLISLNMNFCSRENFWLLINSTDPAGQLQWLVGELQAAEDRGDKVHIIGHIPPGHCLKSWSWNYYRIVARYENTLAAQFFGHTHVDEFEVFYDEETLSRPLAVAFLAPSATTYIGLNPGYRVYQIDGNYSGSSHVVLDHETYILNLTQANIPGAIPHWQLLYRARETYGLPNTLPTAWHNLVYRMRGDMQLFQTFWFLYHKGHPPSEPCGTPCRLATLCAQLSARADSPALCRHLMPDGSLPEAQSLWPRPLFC
#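 qHTS format. ASM enzyme prepared from human placenta hydrolyses the fluorogenic substrate HMU-PC0 (9 uM final) over 60 min at 37 °C after a 10 min compound preincubation.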
# * = called active by the depositor; ? = inconclusive; nt = not tested or not shown; [ ] = remark or other dose. Unless noted, calls follow the shape of the dose curve; as a rule, active = well fitted curve in the direction sought with a large enough effect; inconclusive = small, poorly fitted or top-dose-only effect, or another doubt; inactive = no such curve, though single readings can be large; an effect the other way counts as inactive or inconclusive.
SMILES,Integrin act MD,MBNL1-CUG inh,GALK inhibitor,Coupling enz,hERG WT inh,KCNH2 3.1 block,CXXC DNA block,TRPV1 agonist,A-T KAP1 phos,ASM inhibitor
O=C(O)C1CCN(C(=O)c2ccco2)CC1,-21%,3%,3%,0,4,1,-4%,-1,0%,2%
CCCCOc1ccc(C(=O)NCC(=O)N(C)Cc2nc3ccccc3c(=O)[nH]2)cc1,-16%,nt,nt,nt,11,-6,nt,1,1%,-4%
COc1ccc(CC(=O)Nc2ccc(OC)c(NC(=O)c3ccco3)c2)cc1,-28%,-6%,-2%,-3,11,-4,6%,-3,9%,-2%
CN(CC(=O)Nc1cccc(F)c1)CC(=O)Nc1cccc(S(=O)(=O)N2CCCCCC2)c1,0%,-4%,-1%,0,-3,-11,6%,15,-4%,-11%
O=C(c1cc(S(=O)(=O)N2CCCC2)c(Cl)cc1Cl)N1CCCC1,3%,-7%,5%,5,-5,6,3%,1,-1%,-4%
CCCn1cc(CN2CCCC(C(=O)c3ccc4c(c3)OCO4)C2)c(C)n1 (stereo not given),-28%,-28%,-2%,1,4,1,0%,3,0%,2%
O=C(Nc1ccccn1)C1CCN(S(=O)(=O)c2ccc(Cl)cc2)CC1,28%,nt,nt,nt,6,6,nt,0,0%,-4%
Cc1cnc(=O)[nH]c1SCc1ccc(C(F)(F)F)cc1,-16%,-4%,7%,0,0,-2,11%,3,7%,0%
Cc1c(CCO)sc[n+]1CC(=O)OC12CC3CC(CC(C3)C1)C2,-16%,nt,2%,0,2,7,15%,1,5%,-1%
CCCc1nc(SCC(=O)N2CCc3ccccc3C2)c2ccccc2n1,-49%[inhibitor],12%,-3%,1,-9,-9,-1%,25,7%,-12%
Cc1cc(C)n(-c2nc(-c3ccc(Cl)c(Cl)c3)cs2)n1,-4%,-2%,-3%,nt,-125*,-46,6%,2,7%,-2%
O=S(=O)(c1ccc(F)cc1)n1ccc(-c2cccc(OCc3c(F)cccc3Cl)c2)n1,-5%,0%,-1%,-3,1,1,10%,1,14%,0%
CCN(C(=S)NCc1ccccc1)c1cccc2ccccc12,-16%,-1%,0%,0,-4,-30,4%,3,7%,?
O=C(CNc1cccc(S(=O)(=O)N2CCOCC2)c1)Nc1ccccc1F,14%,-1%,6%,nt,-5,8,4%,1,15%,5%
CCC(=O)NC(=S)Nc1ccc(NC(=O)c2cccnc2)cc1,16%,-4%,0%,0,-1,3,-5%,-3,2%,0%
Cc1ccc(S(=O)CCNC(=O)Cc2ccc(Cl)cc2)cc1 (stereo not given),-5%,3%,1%,-2,33,-6,27%,29,3%,-1%
CCOc1ccc(NC(=O)C(C)NS(=O)(=O)c2ccc(NC(C)=O)cc2)cc1 (stereo not given),1%,1%,0%,-2,7,-4,7%,-1,-4%,-1%
CCOC(=O)C1C(=O)CC(C)(O)C(C(=O)OCC)C1c1ccc(C)s1 (stereo not given),14%,-8%,-1%,2,-4,?,-2%,3,2%,1%
COc1ccc(Cl)cc1C(=O)N1CCN(c2ccccn2)CC1,16%,19%,-1%,nt,0,1,-4%,0,-2%,7%
CCC1=NN(C(=O)Cc2ccc(OC)c(OC)c2)C(O)(C(F)(F)F)C1 (stereo not given),-16%,0%,2%,3,-5,25,1%,-1,3%,2%
CCc1noc(C)c1C(=O)N(CC)CC(=O)Nc1ccccc1C(F)(F)F,19%,nt,nt,nt,0,11,nt,-1,0%,3%
COc1ccccc1C(=O)NC(CCSC)C(=O)N1CCC(Cc2ccccc2)CC1 (stereo not given),4%,nt,nt,nt,-1,2,nt,?,14%,-1%
Cn1c2c(c(=O)c3ccccc31)CCC(C)(C)O2,19%,-3%,2%,6,3,-3,5%,0,-9%,1%
Cc1cccc(C(=O)Nc2ccc(O)cc2C(=O)O)c1,23%,-12%,1%,-1,3,-34,-7%,-2,3%,8%
CC(C)Oc1ccc(OCCCN2CCCCCC2)cc1,-16%,-5%,-2%,-2,12,-37,-5%,0,-3%,3%

# 9 consecutive entries from above:
SMILES,Integrin act MD,MBNL1-CUG inh,GALK inhibitor,Coupling enz,hERG WT inh,KCNH2 3.1 block,CXXC DNA block,TRPV1 agonist,A-T KAP1 phos,ASM inhibitor
O=C(O)C1CCN(C(=O)c2ccco2)CC1,-21%,3%,3%,0,4,1,-4%,-1,0%,2%
CCCCOc1ccc(C(=O)NCC(=O)N(C)Cc2nc3ccccc3c(=O)[nH]2)cc1,-16%,nt,nt,nt,11,-6,nt,1,1%,-4%
COc1ccc(CC(=O)Nc2ccc(OC)c(NC(=O)c3ccco3)c2)cc1,-28%,-6%,-2%,-3,11,-4,6%,-3,9%,-2%
CN(CC(=O)Nc1cccc(F)c1)CC(=O)Nc1cccc(S(=O)(=O)N2CCCCCC2)c1,0%,-4%,-1%,0,-3,-11,6%,15,-4%,-11%
O=C(c1cc(S(=O)(=O)N2CCCC2)c(Cl)cc1Cl)N1CCCC1,3%,-7%,5%,5,-5,6,3%,1,-1%,-4%
CCCn1cc(CN2CCCC(C(=O)c3ccc4c(c3)OCO4)C2)c(C)n1 (stereo not given),-28%,-28%,-2%,1,4,1,0%,3,0%,2%
O=C(Nc1ccccn1)C1CCN(S(=O)(=O)c2ccc(Cl)cc2)CC1,28%,nt,nt,nt,6,6,nt,0,0%,-4%
Cc1cnc(=O)[nH]c1SCc1ccc(C(F)(F)F)cc1,-16%,-4%,7%,0,0,-2,11%,3,7%,0%
Cc1c(CCO)sc[n+]1CC(=O)OC12CC3CC(CC(C3)C1)C2,-16%,nt,2%,0,2,7,15%,1,5%,-1%

# Next part
SMILES,Integrin act MD,MBNL1-CUG inh,GALK inhibitor,Coupling enz,hERG WT inh,KCNH2 3.1 block,CXXC DNA block,TRPV1 agonist,A-T KAP1 phos,ASM inhibitor
CC1=NN(c2ccc(F)cc2)C(=O)C1C(c1cccc(O)c1)c1c(C)[nH]n(-c2ccc(F)cc2)c1=O (stereo not given),7%,1%,nt,-6,4,-2,-27%,-1,1%,-26%
Cc1nn(C)cc1/C=N\NC(=O)c1csc2c1CCCC2,-15%,-10%,-2%,-5,-11,14,?,-9,-8%,nt
CN(CC(=O)Nc1ccccc1C(F)(F)F)C(=O)c1cc([N+](=O)[O-])ccc1N1CCOCC1,19%,?,-4%,nt,0,-2,0%,-2,1%,-3%
C=CCN(c1ccccc1)S(=O)(=O)c1cc2c(cc1C)N(C)CCO2,-2%,-4%,nt,0,-6,3,nt,18,0%,-1%
CSc1sc(C(=O)O)c2c1C(=O)CCC2,0%,?,0%,8,-9,-3,-3%,1,nt,1%
COc1ccc(-c2coc3cc(O)cc(O)c3c2=O)cc1OC,4%,-4%,1%,-7,-2,-11,-2%,0,0%,-1%
CCOc1ccc(-n2c(SCC(N)=O)nc3c(c2=O)SCC3)cc1,-19%,?,-4%,0,-3,5,-3%,-1,-6%,6%
O=C(NCc1nc2ccccc2[nH]1)C1=C[C@H](c2ccccc2)C[C@H](OCCCCO)O1,8%,1%,-4%,3,0,1,7%,-5,40µM*,-1%
CC(=O)c1cccc(OCC(=O)N(C)CC(=O)Nc2ccc(F)cc2)c1,23%,1%,-1%,0,12,-8,19%,-2,-5%,4%
Cc1ccc(O)c(NC2=C(Cl)C(=O)N(Cc3ccccc3)C2=O)c1,23%,12%,-4%,-3,-8,-26,29%,10,-2%,-15%
CCCCOC(=O)c1ccc(OC(=O)c2cccnc2)cc1,-13%,6%,0%,3,0,1,21%,14,-1%,-2%
CN(C)Cc1c(O)ccc2ccccc12,-29%,-10%,5%,-10,?,-5,7%,-4,1%,54%[activator]
COc1ccc(CN(CC(=O)NCCc2ccccc2)C(=O)CCC(=O)Nc2ccccn2)cc1,-11%,-10%,4%,2,1,4,16%,-2,-8%,10%
CCCn1c(SCC(=O)Nc2ccc3c(c2)OCCO3)n[nH]c1=O,7%,nt,nt,nt,10,-20,nt,1,2%,0%
Cc1ccccc1C(=O)Nc1cccc(-c2ccc3nncn3n2)c1,-19%,?,0%,3,-5,-12,-10%,7,1%,-2%
